aSyn 5UTR inh: 5' untranslated region of α-synuclein, MLPCN primary screen | alpha-synuclein 5'UTR reporter, inhibitor activity | inhibition, % (tested at 7.5 µM) | actives 0.82% (n = 300,000) | AID 1813; in the data active means inhibition above about 60%;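 further: H4 neuroglioblastoma cells stably carrying SNCA 5'UTR luciferase fusion; 0% = DMSO wells and 100% = positive control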
HSP90 refold inh: inhibitors of HSP90 luciferase refolding in rabbit reticulocyte lysate; actives 0.91% (n = 290,000); inhibition, % at 5.6 µM; AID 1789; luciferase refolding luminescence, 3 h;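 active means inhibition above the screen-wide mean plus 3 SD, computed separately per campaign, cut at about 16% in these data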;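 further: 0% = DMSO wells and 100% = 60 µM geldanamycin wells; inhibitors lower the luminescence because luciferase stays unfolded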
IEC-6 cytotox: counter-screen for KLF5 inhibitors: cytotoxicity in IEC-6 cells. AID 1825. inhibition, % at 5 µM. actives 0.78% (n = 290,000). IEC-6 cytotoxicity, luminescence viability; in the data active means inhibition above about 22%;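 further: 0% = plate median of test compound wells and 100% = cytotoxic reference compound wells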
HSF1 activator: increases HSF-1 driven luciferase reporter signal | NIH3T3-HGL HSF-1 luciferase reporter, MG132, 8 h; 100% = twice DMSO control signal | actives 1.7% (n = 300,000) | AID 504408 | activation, % at 9 µM;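 active means mean replicate activation of at least 50% with a set share of replicates each reaching 50%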;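 further: 0% = median of the neutral control wells and 100% = twice that signal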
HSF1 inhib: HSF1 inhibition; AID 2098; actives 0.77% (n = 300,000); NIH3T3-HGL HSE-luciferase, MG132-induced, luminescence 8 h; hits give low values; activity change, negative = inhibition, % at 7.5 µM (by protocol);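 active means more than half of replicate wells show activity change below -50%, luminescence cut by over half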;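 further: luciferase reports HSF-1 transcriptional activity via heat shock element; 0% = median of DMSO wells and -100% = zero luminescence signal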
KLF5 inh: inhibitors of KLF5 expression; inhibition, % at 5 µM; actives 0.23% (n = 290,000); DLD-1 KLF5 promoter-luciferase reporter, luminescence; AID 1700;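 active means inhibition above a per-plate limit of that plate's mean compound inhibition plus 3 SD, cut at about 60% in these data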;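 further: 0% = DMSO wells and 100% = LY294002 at 200 µM; higher means less KLF5 promoter-driven luciferase light; inactives centre near -14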
HIF activator: HIF pathway transcriptional activation; U2OS HRE-luciferase reporter, luminescence; normalized: DMSO 0%, desferrioxamine 100%; activation, % at 7.5 µM (by protocol); actives 0.32% (n = 300,000); AID 1910;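 active means mean activation of at least 10% of the iron chelator positive control signal, with at least half of replicates also reaching 10%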
GSK3B inh: human GSK3beta kinase inhibition; GST-GSK3beta kinase, ADP-Glo luminescence, 60 min; hits give low values; actives 0.038% (n = 300,000); AID 2097; P49841; activity score (negative = inhibition), % at 10 µM;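 active means more than half of replicate wells score below -50%, meaning over 50% inhibition versus plate controls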;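 further: 0% = median DMSO wells and -100% = median GW8510 positive control wells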
Target sequence (P49841 whole entry, looked up): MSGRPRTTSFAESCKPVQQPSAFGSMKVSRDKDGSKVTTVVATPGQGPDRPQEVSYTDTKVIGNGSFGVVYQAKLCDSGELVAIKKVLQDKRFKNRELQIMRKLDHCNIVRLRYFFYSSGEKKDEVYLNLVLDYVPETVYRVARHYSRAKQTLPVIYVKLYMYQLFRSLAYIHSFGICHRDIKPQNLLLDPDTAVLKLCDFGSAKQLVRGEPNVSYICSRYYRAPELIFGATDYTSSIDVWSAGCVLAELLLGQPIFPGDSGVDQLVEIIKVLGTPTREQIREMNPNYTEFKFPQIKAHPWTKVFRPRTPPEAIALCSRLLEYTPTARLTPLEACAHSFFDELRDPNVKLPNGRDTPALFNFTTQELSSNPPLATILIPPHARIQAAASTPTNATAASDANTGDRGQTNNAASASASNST
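Test system: GST-tagged human GSK3beta kinase, cell-free; evaluation: activity score scaled between in-plate DMSO and GW8510 controls; measured by: ADP-Glo luminescence; incubation: 60 min reaction, RT; benchmarks: DMSO and 20 µM GW8510; reagent: peptide substrate plus 25 µM ATP (final); medium: Tris/MgCl2 kinase buffer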
AI-2 QS mod: modulators of Vibrio harveyi AI-2 quorum sensing system; Vibrio harveyi JMH597 AI-2 luminescence/OD600 ratio, 9 h; hits give low values; strain lacks LuxN and CqsS sensors; 0 = neutral-control median; activity change, % at 7.5 µM; actives 0.4% (n = 300,000); AID 2094; in the data active means activity change below about -75%, passing the limit was not always enough;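 further: luminescence divided by OD600 gain over 9 h not by final OD600 alone; inactives centre near 13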
GSK3 alpha inh: blocks human GSK-3 alpha kinase; P49840; ADP-Glo luminescence, 60 min; inhibition, % at 10 µM; actives 0.1% (n = 320,000); AID 2650;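 in the data active means inhibition above about 50%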;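 further: GST-tagged GSK-3 alpha with peptide substrate and 25 µM ATP; 0% = DMSO neutral wells and 100% = GW8510 positive control wells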
Target sequence (P49840 whole entry, looked up): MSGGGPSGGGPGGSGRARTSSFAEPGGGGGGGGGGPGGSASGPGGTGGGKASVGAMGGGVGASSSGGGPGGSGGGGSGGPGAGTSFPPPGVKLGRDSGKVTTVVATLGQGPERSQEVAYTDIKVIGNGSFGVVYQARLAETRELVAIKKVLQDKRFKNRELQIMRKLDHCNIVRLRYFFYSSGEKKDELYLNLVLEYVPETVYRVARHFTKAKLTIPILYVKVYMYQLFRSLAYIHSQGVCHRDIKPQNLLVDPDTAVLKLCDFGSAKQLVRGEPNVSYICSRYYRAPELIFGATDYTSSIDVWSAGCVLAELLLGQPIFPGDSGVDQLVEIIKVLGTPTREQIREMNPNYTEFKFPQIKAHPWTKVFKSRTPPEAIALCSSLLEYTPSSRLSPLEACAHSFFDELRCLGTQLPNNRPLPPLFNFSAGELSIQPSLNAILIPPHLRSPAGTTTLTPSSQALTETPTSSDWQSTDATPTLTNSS
* hit, by the source's call; · = no result given. Compounds as they come (roughly 4.7% active in at least one column).

mol,aSyn 5UTR inh,GSK3B inh,HSF1 inhib,HSP90 refold inh,IEC-6 cytotox,AI-2 QS mod,HIF activator,GSK3 alpha inh,HSF1 activator,KLF5 inh
COc1ccc(-c2nnc(SCC(=O)Nc3cc(S(=O)(=O)N4CCCCC4)ccc3Cl)n2N)cc1,15,3,2,0,-4,6,0.1,-1,7,9
Cc1cc2c3c(c1)C1(C(=O)N3C(C)(C)CC2C)C(C#N)=C(N)OC2=C1C(=O)CC(C)(C)C2 (stereo not drawn),-3,-6,9,-3,-1,25,-0.2,-1,-5,-7
O=C(c1cc(-c2ccc(Br)cc2)on1)N1CCOCC1,-30,2,23,19*,-4,2,0.2,-1,31,-80
O=C(NC1CCCCC1)c1cc(S(=O)(=O)N2CCOCC2)c(Cl)cc1Cl,-1,-3,6,-4,0,12,0.2,-3,44,-2
COc1ccccc1-n1c(SCC(=O)Nc2cccc(C(=O)O)c2)nnc1-c1ccccc1O,7,6,-3,-5,-2,15,1.2,-2,-4,-11
COc1ccccc1-c1cn[nH]c1-c1ccc(OCc2ccccc2F)cc1O,9,1,-8,-2,-10,1,0.1,-3,11,-17
Cc1c(F)cccc1NS(=O)(=O)c1ccc2c(c1)NC(=O)CO2,9,0,-5,-4,-1,8,-0.2,0,-8,4
COc1ccc2c(c1)c(/C=N/Nc1nc3ccccc3[nH]1)c(C)n2C,-115,-5,213,6,16,12,1.3,-1,206*,-42
Cc1cccc(NC(=O)CCNC(=O)c2ccccc2)c1,-4,5,1,-2,-3,10,0.9,-3,10,-17
CC(Sc1ccccc1)C(=O)Nc1ccc(S(=O)(=O)N2CCOCC2)cc1 (stereo not drawn),13,5,-9,3,-4,-1,0.2,-3,-11,-23
CCOc1ccc(CN(C(=O)c2ccco2)C2CCS(=O)(=O)C2)cc1 (stereo not drawn),-1,0,-11,2,0,10,-0.3,-3,7,-5
CCOC(=O)c1cccc(NC(=O)C2CCN(S(=O)(=O)c3cnc[nH]3)CC2)c1,14,1,-4,-2,-10,38,0.2,2,-2,-19
CC(C)c1ccc(CNc2nc3nc4c(c(=O)n3[nH]2)CCC4)cc1,-11,-3,·,5,1,8,-0.2,-2,·,-2
CCN(CC)C(=O)Cn1cc(C(=O)C(=O)NCc2cccnc2)c2ccccc21,-4,-3,-8,4,4,5,-0.1,4,-7,-26
CCCCc1nc2cc(C(=O)N3CCCCC3CC(=O)OCC)ccc2o1 (stereo not drawn),-38,3,19,-7,-9,-34,2.1,0,19,-48
COc1cc(-c2nc(CN3CCCCC3CCNC(C)=O)c(C)o2)ccc1F (stereo not drawn),3,2,-6,7,3,6,0.3,1,-20,-11
COc1ccc(CCNC(=O)c2cc3ccccn3n2)c(OC)c1OC,2,-1,-3,-4,-2,3,0.3,-1,-8,-21
Cc1oc(=O)c(NC(=O)c2ccccc2)cc1C(N)=O,1,1,-5,0,-3,16,0.0,0,8,-18
O=C(CN1CCCC1)N1c2ccccc2Sc2ccc(C(F)(F)F)cc21,3,3,-3,-1,-1,2,-0.3,0,15,0
COc1ccc(C(=O)NC(C)c2csc(C)n2)cc1OC1CCN(C(C)=O)CC1 (stereo not drawn),10,-1,-6,-5,-6,1,0.1,1,-4,-31
Cc1ccc(CN2C(=O)CCC2C(=O)NCc2ccccc2Cl)cc1 (stereo not drawn),11,2,3,0,9,11,-0.2,2,-8,-10
CC(C)n1nc(C(=O)Oc2cccc(Cl)c2Cl)c2ccccc2c1=O,3,2,-1,-1,1,11,-0.3,0,5,-17
Cc1cccc(C(=O)NN/C=C/C(=O)c2ccccc2)c1,3,3,1,2,8,10,0.5,0,9,-30
COc1ccccc1NC(=O)Nc1nc(CC(=O)NCc2ccc(F)cc2)cs1,5,1,4,·,·,14,-28,-1,7,·
COCC(C)n1c(SCc2ccc(C(=O)OC)o2)nc2ccccc2c1=O (stereo not drawn),16,-5,-9,1,2,2,-0.5,2,8,-18
CC1=Nc2ccccc2/C1=C\c1nc(-c2ccc(F)cc2)oc1O,1,2,18,5,1,20,2.7,-1,26,-10
O=C(NCC1CCCN(C(=O)c2cccnc2)C1)c1ccc(-c2ccccc2)cc1 (stereo not drawn),-7,0,-10,3,-2,20,0.3,-2,-12,-34
CN1CCN(c2nc(-c3ccc(Cl)cc3)nc3ccccc23)CC1,-20,4,-5,5,2,13,1.4,·,14,-2
Cc1cc(C)nc(SC2c3cccc4cccc(c34)C2NS(=O)(=O)c2ccccc2)n1 (stereo not drawn),15,-5,12,3,1,-1,0.1,·,39,-7
COc1ccc(/C(O)=C(\C#N)c2nc3ccccc3n2C)cc1OC,-6,0,-6,-1,4,27,0.2,-3,-2,9
CSc1ccc(/C=N/n2c(C)cc(C)cc2=O)cc1,-127,-1,-5,2,-2,29,3.6,2,6,-25
CN1C(=O)c2ccc(NC(=O)C3CCCCC3)cc2C1=O,1,4,-3,5,9,19,-0.1,-1,0,-17
CNC(=S)/N=C(/Nc1ccccc1)c1ccccc1,-29,0,10,3,6,-27,0.0,-1,-1,-4
COc1cc(/C=C2/SC(=S)N(CC(=O)O)C2=O)ccc1OCC(=O)Nc1ccc(C)c(C)c1,-5,-1,2,-2,-10,24,-0.4,0,15,-11
Cc1ccc(S(=O)(=O)CCc2nnc(NC(=O)C3CCCCC3)s2)cc1,-8,1,-4,-3,-10,18,0.8,-5,-17,-44
C[C@H](NC(=O)c1[nH]cnc1C(=O)Nc1ccccc1)C(=O)OC(C)(C)C,4,-2,11,·,·,7,-0.8,-2,-10,·
NC(=S)NN=C1c2ccccc2-c2ccccc21,-13,-2,9,3,-2,2,-0.5,4,-15,-14
C/C(=N\NC(=O)c1c(Br)c(C)nn1C)c1cccc(NC(=O)C2CCC2)c1,-37,-1,1,2,4,15,-0.1,-1,-19,-41
CCCCC1(CC(=O)OCC)C(=O)N(c2ccccc2)N(c2ccccc2)C1=O,17,0,4,2,4,12,-0.1,-3,-4,20
Cc1ccnc(N2CCCC(C(=O)Nc3nnc(C)s3)C2)n1 (stereo not drawn),28,2,-6,1,-4,13,-0.2,·,-23,7

Ordered by formula weight (lowest first): part of the list above.
mol,aSyn 5UTR inh,GSK3B inh,HSF1 inhib,HSP90 refold inh,IEC-6 cytotox,AI-2 QS mod,HIF activator,GSK3 alpha inh,HSF1 activator,KLF5 inh
CC(C)c1ccc(CNc2nc3nc4c(c(=O)n3[nH]2)CCC4)cc1,-11,-3,·,5,1,8,-0.2,-2,·,-2
COc1ccccc1NC(=O)Nc1nc(CC(=O)NCc2ccc(F)cc2)cs1,5,1,4,·,·,14,-28,-1,7,·
C/C(=N\NC(=O)c1c(Br)c(C)nn1C)c1cccc(NC(=O)C2CCC2)c1,-37,-1,1,2,4,15,-0.1,-1,-19,-41

Additional records:
mol,aSyn 5UTR inh,GSK3B inh,HSF1 inhib,HSP90 refold inh,IEC-6 cytotox,AI-2 QS mod,HIF activator,GSK3 alpha inh,HSF1 activator,KLF5 inh
O=C(Cc1cccs1)N/N=C/C(Br)=C/c1ccccc1,-258,1,85,0,-2,8,5.0,-2,106*,-72
COC(=O)c1ccc2c(c1)N(C)CCS2,7,-3,0,1,0,-3,0.1,·,4,-2
Cc1ccc(SCc2ccc(C(=O)NCc3cccnc3)cc2)cc1,4,1,4,-5,-2,26,-0.8,-1,5,-47
CC1CCCN(CCCNC(=O)C2CC(=O)N(CCc3ccccc3)C2)C1 (stereo not drawn),-9,1,-4,1,1,-6,-0.3,-2,5,-7
CCOC(=O)N1CCC(NC(=O)C2CCN(C(=O)N3CCOc4ccccc43)CC2)CC1,-17,1,-2,3,9,42,0.5,-2,3,-9
O=C(CCNC(=O)C1CCN(S(=O)(=O)c2ccc(F)cc2)CC1)NCc1ccccc1,6,0,2,-6,-2,16,-0.3,-4,-1,-28
O=C(COC(=O)CNC(=O)c1ccc(Br)cc1)Nc1nnc(-c2ccccc2)o1,-1,3,-3,·,·,-1,0.1,-3,-3,·
COc1ccc(C2C(C#N)=C(N)Oc3cc4c(cc32)OCO4)cc1 (stereo not drawn),43,-3,-14,3,-7,17,-0.1,1,-13,-36
O=C(NCc1cccnc1)C1CCCN(S(=O)(=O)c2ccc(Cl)cc2)C1 (stereo not drawn),8,-2,0,-2,0,6,-0.1,1,-10,-41
O=C(Nc1ccc(Cl)c(Cl)c1)c1ccc(Cn2cc(Cl)cn2)cc1,-120,0,40,-1,13,16,1.0,·,72*,-48
CC1(c2ccc3ccccc3c2)NC(=O)NC1=O (stereo not drawn),8,-2,-9,7,-4,4,0.2,-3,3,-20
Cc1ncc([N+](=O)[O-])n1CCOC(=O)NC(NCc1ccccc1Cl)C(Cl)(Cl)Cl (stereo not drawn),11,1,2,1,0,-2,-0.4,0,5,-17
C/C(=N\NC(=O)CCC(=O)NCc1ccccc1)c1ccco1,·,3,·,2,-1,26,·,·,·,-22
Cc1cc(C)c(C#N)c(Nc2ccc3c(c2)OCCO3)n1,-45,0,3,-1,5,0,0.0,-3,1,-16
CC1(C)CC(=O)C(C=NCCN2CCN(C(=S)NC3CCCCC3)CC2)=C(O)C1,7,1,-4,-2,3,24,0.5,-1,-5,-1
O=C(Nc1cc(=O)[nH]c(=O)[nH]1)c1cc(Cl)ccc1Cl,-65,2,-9,2,45*,10,2.7,-1,-9,45
COc1ccc(C2CC(c3ccccc3)Nc3nc(N)nn32)cc1 (stereo not drawn),-31,2,-7,-1,1,19,0.0,-1,-2,-15
Cc1ccc2c(c1)N(Cc1ccc3c(c1)OCO3)C(=O)C(C)O2 (stereo not drawn),35,3,8,-2,-1,16,-0.1,-2,27,-13
O=C(Cn1ncc2c(=O)oc3ccccc3c21)N1CCCN(Cc2ccccc2F)C1,-5,1,-7,3,10,2,-0.1,5,7,6
Cn1cccc1/C=N/NC(=O)c1sc2cc(Cl)ccc2c1Cl,-22,3,8,3,-3,26,-0.7,-2,-11,-16
O=S(=O)(N[C@H]1C[C@@H](NS(=O)(=O)OCC(Cl)(Cl)Cl)C2CCCCC21)OCC(Cl)(Cl)Cl (stereo partly drawn),0,-2,5,-7,-5,17,-0.2,2,8,-9
COc1ccccc1Nc1nc(-c2cccs2)cs1,-254,1,5,-3,6,13,·,-3,-1,-2
O=C(Nc1ccncc1)Nc1ccc(Cl)cc1,-51,-1,3,-3,2,14,1.6,0,15,-48
O=C(Cc1ccccc1)Nc1ccnn1C1CCN(Cc2ccc(CO)o2)CC1,15,0,-5,-2,-10,16,-0.3,-1,0,-13
Cc1nnc(CN(C)C(=O)c2cc(COc3ccc(C)c(C)c3)on2)o1,-31,1,8,-8,-10,-11,1.7,4,13,-27
O=C(COc1ccc2ccccc2c1)NC1=NCCS1,-22,2,16,2,0,14,5.9,5,37,-147
CC(C)(C)c1ccc(OCc2nc(-c3ccccn3)no2)c(Br)c1,-190,0,7,4,1,25,5.4,1,4,-78
COc1ccc(C(=O)N2CCCc3ccccc32)cc1OC,7,-2,12,-2,-2,26,0.7,-2,13,-25
